TAG inh – inhibitors of triacylglycerol accumulation | H9c2 cells, Nile Red lipid (TAG) fluorescence; cells loaded with 200 µM oleic acid | inhibition, % at 12.5 µM | hit rate 0.66% among 230,000;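 active = pattern-corrected inhibition of lipid staining of at least 50% with the nuclear-stain viability signal not falling by more than 50%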;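 also: 0% = DMSO wells and 100% = triacsin C control wells; some results filed as inactive read as strong as hits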
TAG inh DAPI viability – second read-out of TAG inh, no call of its own (marks repeat the call); DAPI nuclei signal change (viability), lower = more cytotoxic, %;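 whole-well DAPI fluorescence read on a plate reader as a viability signal; minus 50 percent equals half of cells still viable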
* hit, by the source's call. Some of the compounds tested. The share of hits here may be higher or lower than overall.

SMILES | TAG inh | TAG inh DAPI viability
C=CCC1CCC/C(=N\NS(=O)(=O)c2ccc(C)cc2)C1 (stereo not given) | -14.4 | 3.0
CCc1c(C)nc(N2CCN(Cc3ccccc3)CC2)[nH]c1=O | -2.7 | 2.9
CCOC(=O)CNC(=O)c1ccc(Br)s1 | -2.1 | 0.8
COc1ccccc1CNC(=O)C(=O)NCC1CCCN1S(=O)(=O)c1cccs1 (stereo not given) | 4.8 | -2.3
Cc1ccc(S(=O)(=O)N(C)CC(=O)OCC(=O)NC(c2ccccc2)c2ccccc2)cc1 | 8.5 | -13.4
CSc1ccc(Cn2nnc(C(=O)Nc3ccc(C)c(C)c3)c2N)cc1 | -12.6 | -3.4
CCNC(=S)N1CC(C)OC(C)C1 (stereo not given) | 6.3 | 11.5
CCCOc1ccc(N2C(=O)C3C(C(C)C)NC4(C(=O)c5ccccc5C4=O)C3C2=O)cc1 (stereo not given) | -4.2 | 1.7
CN(Cc1cn(C)nc1-c1ccccc1F)CC1CCCCO1 (stereo not given) | -3.9 | 5.2
COc1ccc(OC)c(NC(=O)C2CC(=O)n3ncnc3N2)c1 (stereo not given) | 15.8 | -10.0
COc1ccc(CC(=O)Nc2ccc(S(=O)(=O)N3CCN(C)CC3)cc2)cc1 | -3.3 | 3.7
O=C(CCn1cnc2ccccc2c1=O)Nc1nc2c(s1)CCCC2 | 2.1 | 0.8
CCOC(=O)c1cc(NC(=O)Nc2ccccc2OC)c(C)nc1C | 7.4 | 0.7
O=C1/C(=C\c2ccc(Cl)cc2)CCC1CNc1ccc(Cl)cc1 (stereo not given) | -3.9 | -1.2
O=C(NCCc1ccccc1)C(=O)NN=C1CCCC1 | -8.9 | 8.2
N#Cc1ccccc1COC(=O)c1ccc2c(c1)OCO2 | 6.5 | 4.0
O=C(CSc1nc2ccccc2c(=O)n1-c1ccccc1)N1CCC1 | 0.8 | 1.8
CCC1Nc2ncnc(N3CCN(c4ccccc4)CC3)c2N(Cc2ccc(Cl)cc2)C1=O (stereo not given) | 25.3 | -12.4
Cn1c(=O)[nH]c(=O)c2c1nc(SCCN1CCOCC1)n2CCCc1ccccc1 | 5.7 | -6.9
COc1cc(C(O)c2nc(-c3cc4ccccc4o3)cs2)ccc1F (stereo not given) | -1.5 | -8.4
CN(C(=O)COC(=O)C1CCN(S(=O)(=O)c2ccc3c(c2)OCCO3)CC1)C1CCCCC1 | -5.6 | 3.5
COc1ccc(C(=O)NNC(=O)CCc2nc3ccccc3c(=O)[nH]2)cc1 | 7.9 | 45.5
COc1cc(NC(=O)CNc2cccc(S(=O)(=O)N3CCOCC3)c2)cc(OC)c1 | -6.0 | 0.7
CCOC(=O)CSc1nc2ccccc2c(=O)n1C | 6.0 | -4.7
O=C(COc1ccc(-c2nnco2)cc1)NC1CCCc2ccccc21 (stereo not given) | -0.6 | 4.5

Additional structures.
SMILES | TAG inh | TAG inh DAPI viability
Nc1nc(NCC2CCCO2)nc(Nc2ccc(Cl)cc2)c1[N+](=O)[O-] (stereo not given) | 18.5 | 2.2
O=C(NC1CC2CCC(C1)N2C(=O)NC1CCCCC1)NC12CC3CC(CC(C3)C1)C2 (stereo not given) | 35.1 | 2.1
O=C(COc1ccccc1Cl)Nc1ccc(CN2CCCCC2)cc1 | -6.7 | 16.6
Brc1ccc(Nc2nc(-c3cccnc3)cs2)cc1 | 10.7 | -8.0
CNc1cc(C(=O)Nc2cccc(OCc3ccccc3)c2)ncn1 | -11.3 | 1.0
O=C(NCc1cccs1)C1CCN(C(=O)NCc2ccccc2)CC1 | 48.3 | -4.7
O=[N+]([O-])c1cc(CN2CCCCCC2)ccc1O | 4.1 | -9.6
CSc1cccc(NC(=O)C2CC(=O)N(c3ccc4c(c3)OCCO4)C2)c1 (stereo not given) | 10.4 | 25.3
CC(NC(=O)c1cccc(S(=O)(=O)N2CCc3ccccc32)c1)c1ccco1 (stereo not given) | 14.2 | -3.9
CN(Cc1ccccc1)C(CNS(=O)(=O)c1ccccc1)c1ccccc1 (stereo not given) | 16.1 | -5.2
COc1ccccc1NC1=C(NC(C)=O)C(=O)c2ccccc2C1=O | 1.1 | 6.8
Cc1ccc(S(=O)(=O)N(C)C)cc1NC(=O)COc1ccc(-c2nnco2)cc1 | -8.8 | 14.0
Cn1cc(C(=O)N/N=C/c2cccc(O)c2)ccc1=O | 4.9 | 2.1
CSCCC(NC(=O)c1cccc(C)c1)C(=O)OCC(=O)Nc1c(C)nn(-c2ccccc2)c1C (stereo not given) | 16.8 | 7.2
COC(=O)c1sc2cc(=O)n(-c3cccc(C(F)(F)F)c3)nc2c1O | -6.9 | 2.8
O=C(Nc1ccccc1C(=O)Nc1ccc2c(c1)OCO2)c1ccco1 | 37.1 | -30.0
Cc1nnnn1/C(=C\c1ccccc1)C(=O)OCC(=O)Nc1cccc(S(=O)(=O)N(C)C)c1 | 4.9 | 3.0
Cc1c(C(=O)N2CCC(C)(C(=O)NS(=O)(=O)C3CC3)C2)oc2ccccc12 (stereo not given) | -16.7 | 9.4
Cc1ccc2c(cnn2C(=O)CCC(=O)N2CCCCC2C)c1 (stereo not given) | -15.5 | 0.1
Cc1ccc(S(=O)(=O)Nc2cccc(C(=O)NCC(c3ccco3)N3CCCC3)c2)cc1F (stereo not given) | 5.5 | -0.4
CCOc1ccc(S(=O)(=O)n2nc(C)cc2C)cc1 | 0.0 | 1.3
C(=C\c1ccncc1)/c1ccccc1 | 11.3 | -3.0
CCN(CC)c1nc(N2CCN(C)CC2)nc2ccccc12 | 17.2 | 6.9
CSc1nc(N(C)C)nc(N(C#N)CCOC(C)=O)n1 | 3.9 | -10.4
CN(C(=O)COC(=O)c1cccs1)c1ccccc1 | 11.4 | -4.1

(next part)
SMILES | TAG inh | TAG inh DAPI viability
Cc1oc(-c2cccc(C(F)(F)F)c2)nc1CN1CCN(c2ccccn2)CC1 | -10.0 | 19.6
C=CCNc1nc(NCCNC(C)=O)c2sc(-c3ccccc3)cc2n1 | 8.7 | 3.4
CCN1C(=O)/C(=C2/C=Cc3ccccc3N2C)OC1=S | 7.4 | -8.7
COc1ccc(CCNC(=O)Nc2nnc([C@@H]3C[C@H](O)[C@@H](CO)O3)s2)cc1OC | 4.4 | -1.5
CCCc1nc([N+](=O)[O-])c(S(=O)(=O)c2ccccc2)n1CC(C)C | -21.2 | -30.8
CN(C)/C=C1\C(=O)Nc2ccccc21 | -2.4 | 7.5
CC1(C(=O)NS(=O)(=O)c2ccc(F)cc2F)CCN1C(=O)c1ccc(C2CCCCC2)cc1 (stereo not given) | -12.0 | 2.1
CC(=O)C1=C(C)N(Cc2ccccc2)C(=O)N[C@H]1CCc1ccccc1 | -9.4 | -3.1
C=CCN(C(=O)c1cc(C)cc(C)c1)C1(C(=O)Nc2ccccc2)CCN(C(C)C)CC1 | 22.6 | 11.6
CCN(CC)CCNC(=O)/C(=N\O)c1ccccn1 | -8.8 | -0.6
O=C(Cc1cccs1)Nc1nnc(SCc2ccc(Br)cc2)s1 | -4.7 | 0.2
COc1ccc2sc(-c3ccc(SC)cc3)c(C#CC(C)(C)O)c2c1 | 43.7 | 45.7
Cc1ccc(/C=N/n2c(-c3ccco3)n[nH]c2=S)cc1 | -3.4 | -4.8
Cc1c(C)n(CC(O)CN2C(=O)c3ccccc3S2(=O)=O)c2ccccc12 (stereo not given) | 5.1 | -2.1
O=C(NN=Cc1ccc2c(c1)CCC2)c1ccccc1[N+](=O)[O-] | 18.2 | -2.3
Cc1ccc(C(=O)CC2(O)C(=O)N(Cc3ccccc3Cl)c3ccccc32)o1 (stereo not given) | 12.4 | 3.7
O=C(Nc1cccc(S(=O)(=O)N2CCOCC2)c1)c1ccc2c(=O)n3c(nc2c1)CCCCC3 | -1.7 | 26.7
CC(CNC(=O)CCC(=O)N1CCOc2ccc(Cl)cc21)c1ccccc1 (stereo not given) | -0.3 | -4.2
CCO[C@H]1OC(C(=O)N2CCN(Cc3ccccc3)CC2)=C[C@@H](C2CCCCC2)[C@@H]1CCCO | -2.9 | 5.8
O=C(Nc1ccc(F)cc1)c1ccccc1NS(=O)(=O)N1CCCC1 | -4.8 | 0.5
CCOCCCNC(=O)C(NC(=O)c1ccccn1)c1ccc(C)cc1 (stereo not given) | -11.0 | 2.6
CCn1c(Sc2nc(C)nc3scc(-c4cccs4)c23)n[nH]c1=O | 8.8 | -5.3
O=C(NCCc1cn2ccccc2n1)c1ccc(Br)o1 | 6.2 | 4.4
CSc1cccc(NC(=O)C2(S(=O)(=O)c3ccc(C)cc3)CC2)c1 | 2.6 | -10.7
Cc1cc(N2CCCCC2)nc(SCc2ccc(C#N)cc2)n1 | -39.7 | -4.9

Additional results:
SMILES | TAG inh | TAG inh DAPI viability
CCc1ccc(NC2=NCC(=O)N2Cc2ccc3c(c2)OCO3)cc1 | 14.5 | -7.0
Cc1[nH]nc2c1C(c1ccc(F)cc1)C1=C(CC(C)(C)CC1=O)N2 (stereo not given) | 18.3 | -1.4
Cc1ccc(C2(C)NC(=O)N(CC(=O)Nc3ccccc3C(=O)NC3CCCC3)C2=O)cc1 (stereo not given) | 6.4 | 3.2
Cc1ccc(NC(=O)COC(=O)C2CC2)cc1S(=O)(=O)N1CCOCC1 | -1.2 | -0.4
Fc1cnc(N2CCOCC2)nc1N1CCc2ccccc21 | -14.0 | -1.9
COc1cccc(NC(=S)N/N=C2\CC3CCC2(C)C3(C)C)c1 (stereo not given) | 9.4 | -6.6
COCCn1c(SCC(=O)Nc2ccccc2OC)nc2c([nH]c3ccccc32)c1=O | -5.9 | -2.8
O=c1[nH]c(CN2CCN(c3ccc([N+](=O)[O-])cc3)CC2)nc2ccsc12 | 4.3 | -5.3
COc1ccc(CCNC(=O)CSc2cccc3cccnc23)cc1OC | -4.1 | 0.4
CCCNC(=O)NC(C(=O)OC)C12CC3CC(CC(C3)C1)C2 (stereo not given) | -0.6 | -8.6
COc1ccc2c(/C=N/NS(=O)(=O)c3ccc(C)cc3)c[nH]c2c1 | 2.3 | -2.8
CCC(C)(NC(=O)c1ccccn1)C(=O)NC1CCCC1 (stereo not given) | 8.6 | -3.2
Cc1noc(C)c1CSCC(=O)Nc1nc2ccc(F)cc2s1 | 5.5 | 0.9
O=C(CSc1nnnn1C1CCCC1)NCCc1ccccc1 | 6.6 | -3.9
CCOC(=O)CCCNC(=O)COC(=O)c1cc2ccccc2cc1O | -11.8 | -15.4
O=[N+]([O-])c1ccc(-c2nn(-c3ccccc3)cc2/C=N/n2c(-c3ccncc3)n[nH]c2=S)cc1 | 10.9 | -2.7
O=[N+]([O-])c1ccccc1N(S(=O)(=O)c1ccccc1)S(=O)(=O)c1ccccc1 | -23.6 | 1.3
Cc1ccc(C(=O)NNC(=O)CSc2nnc3ccccn23)cc1 | -8.6 | 0.9
CCOC(=O)CN1C(=O)S/C(=C/c2ccc(C)o2)C1=O | -0.5 | -1.7
CC1CCCCN1C(=O)COc1ccc(S(=O)(=O)N2CCCC2)cc1[N+](=O)[O-] (stereo not given) | -7.4 | 1.5
COc1ccc(CCNC(=O)COC(=O)Cn2cnc3c2c(=O)n(C)c(=O)n3C)cc1 | 14.7 | -1.0
Cn1nnc(NC(=S)NC(=O)c2ccccc2)n1 | 8.1 | -7.8
COc1ccc(C2C(C(=O)Nc3cccc(C)n3)c3ccccc3C(=O)N2C)cc1OC (stereo not given) | 2.8 | -4.7
CCOC(=O)CC(c1ccc([N+](=O)[O-])cc1)n1c(C)ccc1C (stereo not given) | 7.8 | -2.5
COc1ccc(C(=O)NC2CCN(C(=S)Nc3ccccc3C)CC2)cc1 | -15.6 | 12.7

Additional compounds
SMILES | TAG inh | TAG inh DAPI viability
O=C(Nc1ccccc1NC(=O)c1csnn1)c1csnn1 | -26.1 | 8.7
Cc1nc(-c2coc3cc(O)c(C)cc3c2=O)cs1 | -8.0 | 15.1
Cc1ccccc1NC(=O)COC(=O)c1c(-c2ccccc2)noc1C | -14.5 | -1.2
COCCCNC1=C(Cl)C(=O)c2ccccc2C1=O | 24.4 | 2.6
COc1cccc(C(CCc2cc(OC)c(OC)c(OC)c2)NC(C)=O)c1 (stereo not given) | -0.9 | -3.3
COCC1CCN(Cc2cn[nH]c2-c2cc(OC)c(OC)c(OC)c2)CC1 | 14.2 | 1.2

Entries from the list above that have a CF3 group:
SMILES | TAG inh | TAG inh DAPI viability
COC(=O)c1sc2cc(=O)n(-c3cccc(C(F)(F)F)c3)nc2c1O | -6.9 | 2.8
Cc1oc(-c2cccc(C(F)(F)F)c2)nc1CN1CCN(c2ccccn2)CC1 | -10.0 | 19.6

Of the compounds above, 11 have an NH in an aromatic ring:
SMILES | TAG inh | TAG inh DAPI viability
CCc1c(C)nc(N2CCN(Cc3ccccc3)CC2)[nH]c1=O | -2.7 | 2.9
Cn1c(=O)[nH]c(=O)c2c1nc(SCCN1CCOCC1)n2CCCc1ccccc1 | 5.7 | -6.9
COc1ccc(C(=O)NNC(=O)CCc2nc3ccccc3c(=O)[nH]2)cc1 | 7.9 | 45.5
Cc1ccc(/C=N/n2c(-c3ccco3)n[nH]c2=S)cc1 | -3.4 | -4.8
CCn1c(Sc2nc(C)nc3scc(-c4cccs4)c23)n[nH]c1=O | 8.8 | -5.3
Cc1[nH]nc2c1C(c1ccc(F)cc1)C1=C(CC(C)(C)CC1=O)N2 (stereo not given) | 18.3 | -1.4
COCCn1c(SCC(=O)Nc2ccccc2OC)nc2c([nH]c3ccccc32)c1=O | -5.9 | -2.8
O=c1[nH]c(CN2CCN(c3ccc([N+](=O)[O-])cc3)CC2)nc2ccsc12 | 4.3 | -5.3
COc1ccc2c(/C=N/NS(=O)(=O)c3ccc(C)cc3)c[nH]c2c1 | 2.3 | -2.8
O=[N+]([O-])c1ccc(-c2nn(-c3ccccc3)cc2/C=N/n2c(-c3ccncc3)n[nH]c2=S)cc1 | 10.9 | -2.7
COCC1CCN(Cc2cn[nH]c2-c2cc(OC)c(OC)c(OC)c2)CC1 | 14.2 | 1.2

Screening results: PubChem, Sanford-Burnham Center for Chemical Genomics
